H9c2 TAG inh – triacylglycerol accumulation inhibition; 0.66% of 230,000 active; H9c2 cells, Nile Red lipid (TAG) fluorescence; cells loaded with 200 µM oleic acid; inhibition, % at 12.5 µM;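 active means pattern-corrected inhibition of lipid staining of at least 50% with the nuclear-stain viability signal not falling by more than 50%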;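 further: 0% = DMSO wells and 100% = triacsin C control wells; some results filed as inactive read as strong as hits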
H9c2 TAG inh DAPI viability – second read-out of H9c2 TAG inh, no call of its own (marks repeat the call); DAPI nuclei signal change (viability), lower = more cytotoxic, %;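 whole-well DAPI fluorescence read on a plate reader as a viability signal; minus 50 percent equals half of cells still viable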
Starred values were filed as active, the others as inactive. This is a subset; rates above refer to the full screens.

Order of results: H9c2 TAG inh, H9c2 TAG inh DAPI viability
1) C/C(=N\N=C1/NC(=O)C(C)S1)c1ccco1 (configuration not stated)
 : 11.2, -1.3
2) O=C(N/N=C/c1ccc[nH]1)c1cc(-c2ccc(Cl)cc2)nc2ccccc12
 : 4.8, -2.9
3) CC(C(=O)OCC(=O)NC1CCCC1)N1C(=O)c2ccccc2C1=O (configuration not stated)
 : 4.1, -1.6
4) CCOc1ccc(NC(=O)CN(C)C(=O)/C=C/c2ccco2)cc1OCC
 : 9.0, -3.6
5) COc1ccc(C2NC(=S)N(c3ccccc3)C(C)=C2C(=O)Nc2ccccc2)cc1 (configuration not stated)
 : -14.3, 1.6
6) Cc1cc(C)c(C#N)c(SCC(=O)Nc2ccccc2C)n1
 : 2.0, -5.4
7) C=Cn1cc[n+](CC(=O)c2ccc(Cl)c(Cl)c2)c1
 : -0.2, -4.5
8) CCOCCCn1c(SCC(=O)Nc2cc(C(C)(C)C)nn2-c2ccccc2)nc2ccccc2c1=O
 : -5.7, 3.5
9) CN(C)c1nc(SCCOC(=O)Nc2ccccc2)nc(N(C)C)n1
 : 5.3, 3.7
10) Cc1ccc(C(=O)NC(=S)NCc2cccnc2)c(C)c1
 : -7.0, -2.8
11) Oc1ccc(CCC2CCCCN2Cc2nc(C3CC3)no2)cc1 (configuration not stated)
 : -10.1, 4.3
12) O=C(Nc1ncnc2sc3c(c12)CCCC3)c1ccncc1
 : 8.9, -6.0
13) CCOC(=O)c1cc2c(n(-c3ccc(Cl)cc3)c1=O)CCCC2=O
 : 5.5, -11.2
14) CC(C)(C)C(=O)Cn1c(=N)n(Cc2ccccc2Cl)c2ccccc21
 : 3.4, 7.5
15) CC1CN(C(=S)NC(=O)c2ccccc2)CC(C)O1 (configuration not stated)
 : 20.7, -3.1
16) CC(C)COP(=O)(c1ccc(N(C)C)cc1)C(O)c1cccnc1 (configuration not stated)
 : -8.5, 4.3
17) CCN(C(=O)CSc1cccc[n+]1[O-])c1ccccc1
 : 15.6, 1.7
18) CCOC(=O)c1ccccc1NC(=O)CSc1nccn1C
 : -1.8, 1.8
19) CNc1ccc([N+](=O)[O-])cc1-c1nc2ccccc2[nH]c1=O
 : -8.5, 6.0
20) C[C@H](NC(=O)c1ccccc1Cl)C(=O)OCCOc1cccc(Cl)c1
 : 10.0, -12.5
21) CC(=O)N1CCN(c2ccc(S(=O)(=O)NCCN(C(C)C)C(C)C)cc2[N+](=O)[O-])CC1
 : 11.2, 19.2
22) NC(=O)C1(c2ccccc2)CCC(=O)N1c1ccccc1 (configuration not stated)
 : -5.5, -0.8
23) N#CC[C@H](c1ccccc1)N1CCN(Cc2ccccc2)CCC1=O
 : -4.1, 2.8
24) O=[N+]([O-])c1cccc(Nc2nc(Cl)nc(Cl)n2)c1
 : 2.0, -6.3
25) c1ccc(-c2cnc(-c3cccnc3)o2)cc1
 : 5.0, 7.9
26) COc1ccc(CCC(=O)N2CCN(S(=O)(=O)c3cccs3)CC2)cc1
 : 1.5, -4.2
27) CCCNC(=O)CCn1cc(-c2ccc(OC)cc2)nc1CCN
 : -16.0, -4.0
28) O=C1NCCN(Cc2ccoc2)C1CC(=O)N(CCO)Cc1ccccc1 (configuration not stated)
 : -2.6, -3.5
29) COc1cccc(CC(=O)n2nc(N)c3cc4ccc(OC)cc4nc32)c1
 : -12.1, 1.5
30) COc1ccc(Nc2oc(COc3cccc(C)c3)nc2C#N)cc1
 : 7.0, -13.0

Complete entries as entered above. Values in the order: H9c2 TAG inh, H9c2 TAG inh DAPI viability
Record of `COc1ccc(CCC(=O)N2CCN(S(=O)(=O)c3cccs3)CC2)cc1` → 1.5, -4.2
Record of `O=[N+]([O-])c1cccc(Nc2nc(Cl)nc(Cl)n2)c1` → 2.0, -6.3
Record of `c1ccc(-c2cnc(-c3cccnc3)o2)cc1` → 5.0, 7.9
Record of `COc1cccc(CC(=O)n2nc(N)c3cc4ccc(OC)cc4nc32)c1` → -12.1, 1.5
Record of `COc1ccc(Nc2oc(COc3cccc(C)c3)nc2C#N)cc1` → 7.0, -13.0

Other compounds follow.
Order of results: H9c2 TAG inh, H9c2 TAG inh DAPI viability
31) Cc1ccc(C)c(OCc2nnc(N)s2)c1
 : 3.5, 7.9
32) CC(C)CNC(=O)c1cccc(NC(=O)C2CCCO2)c1 (configuration not stated)
 : 3.4, 0.1
33) C[C@@H]1Cn2cnc(C(=O)Nc3cccc(Cl)c3)c2C(=O)N1
 : -11.7, -0.8
34) Cc1cccc(NC(=O)CCC(=O)NCCO)c1
 : 9.8, 0.2
35) CN1CCN(C(=S)c2cn(CCOc3ccccc3F)c3ccccc23)CC1
 : -0.5, 2.5
36) COc1ccc(C(=O)NC2(C(F)(F)F)C(=O)Nc3c2c(=O)[nH]c(=O)n3CCc2ccc(OC)c(OC)c2)cc1 (configuration not stated)
 : 14.7, -7.1
37) CCOc1ccc(CN2CCN(Cc3cccc4c3OCO4)CC2CCO)cc1 (configuration not stated)
 : -11.2, 11.8
38) COC(=O)c1sccc1NC(=O)Cn1nnc(-c2ccccc2C)n1
 : -24.3, 3.3
39) CCNC(=O)COC(=O)c1cc(C)n(-c2ccccc2)c1C
 : 0.8, 12.8
40) COCc1c(C(=O)OCC(=O)N2c3ccccc3CC2C)oc2ccccc12 (configuration not stated)
 : 6.3, 6.7
41) CCCCOC(=O)CSc1nc2c(cc1C#N)C(=O)CC(C)(C)C2
 : 37.9, -13.2
42) Cc1ccc(NC(=O)CSc2n[nH]c(N)n2)cc1S(=O)(=O)N1CCOCC1
 : -0.6, 0.1
43) CCCNC(=O)c1ccc2c(=O)n3c(-c4ccc(C)cc4)csc3nc2c1
 : -22.8, 13.2
44) O=C(CSc1nc2c(c(=O)[nH]1)CCC2)Nc1cccc(Cl)c1
 : 8.3, 2.0
45) CNc1cncc(-c2cccc(C(=O)N3CCOCC3)c2)n1
 : 0.1, 4.4
46) O=C(C1CC=CCC1)N1CCCCCC1 (configuration not stated)
 : 15.3, 8.5
47) CC12CN3CC(C)(CN(C1)C3c1ccc3c(c1)OCO3)C2 (configuration not stated)
 : 5.3, -0.7
48) CC(=O)Nc1ccccc1-c1nc2ccc(C(=O)N3CCN(c4cc(C)ccc4C)CC3)cc2[nH]c1=O
 : 9.1, 3.4
49) O=C(NCCS(=O)(=O)N1CCN(c2cccc(Cl)c2)CC1)c1ccco1
 : -12.1, 2.8
50) Cc1cccc(C)c1NC(=O)c1csc(COCCO)n1
 : -7.7, 8.1
51) COc1ccccc1CC1(C)C(=O)Nc2c(Cl)cccc21 (configuration not stated)
 : -5.7, -3.0
52) CCOC(=O)C1CCN(c2c(N3CCCCCC3)c(=O)c2=O)CC1
 : -4.1, -5.3
53) CC(=O)c1nn(-c2ccc(Cl)cc2)cc1C(=O)c1ccccc1
 : -0.5, 1.7
54) CCCC(=O)Nc1cc(OC)c(OC)cc1C(=O)O
 : -11.3, -1.7
55) O=c1c2ccccc2n(CC(O)CN2CCCCC2)c2ccccc12 (configuration not stated)
 : 1.4, 54.0
56) CN(Cc1ccccc1)c1cc(Cl)nc(N)n1
 : -1.4, -1.3
57) COc1ccc(C(CNC(=O)C(CCSC)NC(=O)c2ccccc2OC)N2CCCCC2)cc1 (configuration not stated)
 : -9.9, 5.0
58) O=C(COC(=O)c1ccc[nH]c1=O)NCCCc1ccccc1
 : -6.5, -1.8
59) COc1cccc2cc(-c3cn4cccc(C)c4n3)c(=O)oc12
 : 19.9, 29.1
60) CCCCOc1ccc(C(=O)OC2CC(C)N(C)CC2C)cc1 (configuration not stated)
 : 7.3, 11.0
61) O=C(CSc1ccccc1)N1CCN(c2ccccn2)CC1
 : 4.3, -6.6
62) O=C(CNC(=S)N(Cc1ccc(F)cc1)C1CCCCC1)NCC1CCCO1 (configuration not stated)
 : 3.1, 6.2
63) Cc1ccccc1Oc1ccc2c(c1)[C@@H]1C[C@H](N(C)C(=O)c3cccnc3)[C@H]([C@H](C)O)C(=O)N1CC2
 : 6.8, 2.8
64) COc1cc(NC(=O)C(C)N2CCN(C(=O)C3CC3)CC2)cc(OC)c1 (configuration not stated)
 : 2.8, 1.3
65) CC(=O)Nc1sc(N/N=C/c2ccc(N(C)C)cc2)nc1-c1ccc(C)cc1
 : 3.6, 3.7
66) COc1ccccc1CNC(=O)C1=C(C)C(=O)OC12CCC(C)CC2 (configuration not stated)
 : -3.9, 0.1
67) Cc1cn(C(=O)CN2C(=O)c3ccccc3C2=O)c(C)n1
 : -4.2, 1.2
68) COc1cccc2cc(C(=O)C3=C(O)C(=O)N(CCN4CCOCC4)C3c3ccc(Cl)cc3)oc12 (configuration not stated)
 : 2.8, -6.0
69) C[C@H](CO)N1C[C@H](C)[C@H](CN(C)Cc2ccncc2)OCc2ccccc2-c2c(n(C)c3ccccc23)C1=O
 : 9.1, 9.6
70) N#Cc1c2n(c(=S)n(-c3ccccn3)c1=O)CCCCC2
 : 9.2, -0.4

Among those listed so far, these have a tert-butyl group:
Order of results: H9c2 TAG inh, H9c2 TAG inh DAPI viability
8) CCOCCCn1c(SCC(=O)Nc2cc(C(C)(C)C)nn2-c2ccccc2)nc2ccccc2c1=O
 : -5.7, 3.5
14) CC(C)(C)C(=O)Cn1c(=N)n(Cc2ccccc2Cl)c2ccccc21
 : 3.4, 7.5

(list continues)
Order of results: H9c2 TAG inh, H9c2 TAG inh DAPI viability
71) N#Cc1nc(COc2ccccc2Cl)oc1NCc1cccnc1
 : 8.8, 0.9
72) C(=N\n1cnnc1)/c1ccc(OCc2cccc3ccccc23)cc1
 : 19.0, 3.1
73) COc1ccc(Cn2c(=O)[nH]c3cc(C(=O)NC4CCN(Cc5ccccc5)CC4)ccc32)cc1
 : 14.8, 5.5
74) CCN1CCN(c2ccc(NC(=O)c3ccc4c(c3)OCCO4)cc2C)CC1
 : 2.8, -3.8
75) Cc1c(Br)cc(C(=O)O)c(C)c1C
 : -1.5, 1.5
76) COc1ccc(CC(=O)Nc2cc(S(=O)(=O)N3CCCCC3)ccc2OC(C)C)cc1OC
 : -8.7, -9.2
77) Cc1cc(N/N=C\c2ccc(Br)cc2)nc(-n2nc(C)cc2C)n1
 : 59.0*, -21.7*
78) Cc1occc1-c1nnc(SCc2nnc(-c3ccc(Cl)cc3)o2)n1C
 : 12.9, -5.4
79) Cn1cc(C(=O)OCC2CCN(CCNS(C)(=O)=O)CC2)c2ccccc21
 : -7.6, 0.1
80) CC(C)(C)NC(=O)COC(=O)c1ccccc1OCC(=O)Nc1ccc(Br)cc1
 : -16.2, 10.4
81) COCCCn1c(SCC(=O)NC(C)(C)C)nnc1-c1cccs1
 : 3.1, -0.1
82) Cn1c(CCNC(=O)c2ccco2)nc2cc(NC(=O)NC3CCCCC3)ccc21
 : -8.4, 4.9
83) COCCNC(=O)c1cc(-c2ccccc2)nn1CC1CC(c2cccc([N+](=O)[O-])c2)=NO1 (configuration not stated)
 : 0.5, 5.5
84) COc1ccc(CCN(CC(=O)NC2CCCC2)C(=O)Cn2nnc(-c3ccc(C)o3)n2)cc1OC
 : 2.9, 2.7
85) COCCNc1cc(C)c(C#N)c2nc3ccccc3n12
 : -1.2, 12.6
86) CCN(CC)CCNCC(O)(c1ccc(Cl)cc1)c1ccc(Cl)cc1
 : 3.7, 20.4
87) Cc1ccccc1Nc1nnc(SCC(=O)NCc2ccco2)s1
 : -25.7, 1.0
88) CCOC(=O)C1(CCOC)CCCCC1=O (configuration not stated)
 : -3.3, 8.7
89) Nc1cccc(CN2CCCC2)c1
 : 5.9, 8.9
90) CCOc1ccc(NC(=O)CC2C(=O)N(c3ccccc3)C(=O)N2CCOC)cc1 (configuration not stated)
 : 5.4, -7.9
91) COc1ccccc1-n1c(SCC(=O)NC2CCS(=O)(=O)C2)nc2ccccc2c1=O (configuration not stated)
 : 10.2, 1.9
92) Cc1ccc(/C(O)=C2\C(=O)C(=O)N(C)C2c2ccccc2[N+](=O)[O-])cc1 (configuration not stated)
 : 1.9, 4.2
93) O=C(Nc1ccccc1F)Nc1ccccc1OC(F)F
 : -9.9, 2.3
94) Cc1ccc(S(=O)(=O)CCC(=O)OCC(=O)Nc2cc(S(=O)(=O)N3CCOCC3)ccc2C)cc1
 : -20.8, -1.6
95) Cc1noc(C)c1S(=O)(=O)Nc1ccc2c(c1)C(=O)N([C@@H](C)CO)C[C@@H](C)[C@@H](CN(C)CC1CCCCC1)OCCCC[C@@H](C)O2
 : 18.6, 5.2
96) O=C(CS(=O)(=O)c1cn(Cc2ccc(Cl)cc2)c2ccccc12)N1CCCC1
 : 5.9, -6.3
97) COCCN1C[C@@H](CO)O[C@@H](n2cnc3c(NCc4ccncc4)ncnc32)C1
 : -5.8, -3.2
98) Cc1ccc(C)c(C(=O)COC(=O)C(C)N2C(=O)C3C4CCC(C4)C3C2=O)c1 (configuration not stated)
 : 5.4, 3.6
99) COc1cc(/C=N\Nc2nncn2N)ccc1OC(C)=O
 : 19.6, -5.8
100) Cc1ccc2c(c1)N(Cc1ccccc1)C(=O)C(C)S2 (configuration not stated)
 : -12.4, 12.7
101) CCN(CC)C(=O)CSc1nnc(-c2cnccn2)n1-c1ccccc1
 : 22.9, -6.0
102) CC(=O)Nc1ccc(S(=O)(=O)N(C)c2ccc(OCC(=O)NCCc3ccccc3F)cc2)cc1
 : -9.9, 3.6
103) Cc1ccc(C(=O)O/N=C(\N)c2ccccc2)c(Cl)c1
 : 2.2, 1.6
104) COCCCNC(=O)c1ccc2c3c(onc13)-c1ccccc1C2=O
 : 12.6, -7.2
105) O=C(NNC(=O)c1cccs1)c1ccc(Cl)nc1
 : -7.0, 4.5
106) Cc1ccc(SCCC(=O)OC(C)C(=O)Nc2ccccc2)cc1 (configuration not stated)
 : -21.9, -3.1
107) COc1cc(C)nc(Oc2ccc(/C=N/O)cc2)n1
 : 8.0, 4.1
108) CCN(CC)CCN(Cc1cc2ccc(C)cc2[nH]c1=O)C(=S)Nc1ccccc1C(=O)OC
 : 25.8, 2.6

Screening data (PubChem BioAssay)
